Lipid storage S3: qHTS Assay for Lipid Storage Modulators in Drosophila S3 Cells. lipid storage change, negative = inhibition, % at the top dose, mostly 46.1 µM; hits show Potency in µM. 0.64% of 320,000 active. Drosophila S3 cells, BODIPY lipid droplet fluorescence, 18-24 h; cells fed with added oleic acid; active = well fitted inhibition curve with a large enough effect in the signal ratio, with a control signal flat, not every such curve was filed as active; inconclusive = small, poorly fitted or top-dose-only effect, or effect the other way, or a change in a side signal; the % refers to the signal ratio
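Drosophila S3 cells got compounds at several concentrations plus oleic acid (400 uM solution). Laser-scanning cytometry with 488 nm excitation read lipid droplets at 500-530 nm and cells at 575-640 nm. Percent activity was relative to 20 uM Triacsin C.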
Lipid storage S3 cell count max: recorded beside Lipid storage S3, whose call it bears; cell number change, %; measured here: cell count max response;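 cells counted by Cell Tracker Red CMTPX staining in the red channel; peak over a dose series mostly up to 46.1 µM; percent activity relative to internal control wells on each plate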
* hit, by the source's call; i = inactive; ? = inconclusive; nt = no result given; [ ] = another dose, or the depositor's remark. % is set by controls: 0 for no effect and ±100 for the full control effect; potency is the fitted concentration of half-maximal effect.

| SMILES | Lipid storage S3 | Lipid storage S3 cell count max |
| --- | --- | --- |
| Cc1ccc(C(=O)NCCn2ccc3ccccc32)cc1[N+](=O)[O-] | ? | nt |
| O=C1CCCC(O)=C1N=Nc1cccc(C(=O)O)c1 | ? | nt |
| COc1ccc(OC)c(N(CC(=O)Nc2ccccc2C(=O)NCc2ccco2)S(C)(=O)=O)c1 | i | nt |
| CCOC(=O)c1c(NC(=O)C2CCCO2)sc(C(=O)OC(C)(C)C)c1C (centres undefined) | ? | nt |
| O=S(=O)(c1ccccc1)c1nc(-c2cccs2)oc1NCCCn1ccnc1 | ? | nt |
| FC(F)Oc1ccc(/C=N/c2c(-c3ccc(OC(F)F)cc3)nc3n2CCS3)cc1 | ? | nt |
| COc1ccc(NC2=CC(c3cccc(OC)c3)N(c3ccc(OC)cc3)C2=O)cc1 (centres undefined) | ? | nt |
| COc1ccc(/C=C/C(=O)c2cc3c(cc2N)OCO3)cc1 | -15% | 0 |
| COc1ccc(OC)c(NC(=O)COC(=O)/C=C/c2c(C)nn(C3CCS(=O)(=O)C3)c2Cl)c1 (centres undefined) | i | nt |
| CCN(C(=O)CSc1nc(-c2cccs2)nc2ccccc12)C1CCS(=O)(=O)C1 (centres undefined) | ? | nt |
| CC(=O)c1c(C)nn(C(=O)N2CCOCC2)c1C | 15% | -10 |
| Cc1ccc(C)c(Cn2nnc3c(=O)[nH]c(C4CCCN(S(=O)(=O)Cc5ccccc5)C4)nc32)c1 (centres undefined) | i | 21 |
| O=C1COC(c2ccccc2)C2CCCCN12 (centres undefined) | 5% | 7 |
| CCN(C(=O)CSc1nnc(-c2ccccc2)o1)c1c(N)n(Cc2ccccc2)c(=O)[nH]c1=O | ? | nt |
| C=CCN(C(=O)CSC1=NC(=O)CN1C(C)=O)c1nc(C)c(-c2ccccc2)s1 | ? | nt |
| COc1ccc(Br)cc1CNC(=O)c1ccc2c(c1)N(C)CCS2 | ? | nt |
| O=C(Cn1nnc2ccccc2c1=O)NCc1ccc(Cl)cc1 | 6% | nt |
| CCCCC1CCc2[nH]nc(C(=O)O)c2C1 (centres undefined) | ? | nt |
| Cc1cc(C)c2nc(N3C(=O)C(O)=C(C(=O)c4ccco4)C3c3ccc(O)cc3)sc2c1 (centres undefined) | 2% | 19 |
| CCCN(C(=O)CSCC(=O)Nc1cccc(C)c1)c1c(N)n(Cc2ccccc2)c(=O)[nH]c1=O | ? | nt |
| CCN(c1ccc(OC)cc1)S(=O)(=O)c1nnc(NC(=O)COc2ccc(F)cc2)s1 | i | 21 |
| Fc1ccccc1/C=N/Nc1ncnc2ccccc12 | ? | nt |
| Cc1c(/N=C(\[O-])Nc2ccc(Br)cc2)sn[n+]1C | 2% | 11 |
| COc1ccc(N(CC(=O)Nc2cc([N+](=O)[O-])ccc2C)S(C)(=O)=O)cc1OC | ? | nt |
| COc1cc(/C=C/C(=O)OCC(=O)NC(=O)NC(C)(C)C)ccc1OCC#N | ? | nt |
| O=C(CCS(=O)(=O)c1ccccc1)NCCS(=O)(=O)c1ccccc1 | ? | nt |
| COc1cccc(C2Nc3ccccc3C(=O)N2c2ccc(F)cc2)c1O (centres undefined) | 4% | 6 |
| O=C(c1ccc(S(=O)(=O)N2CCCC2)cc1)N1CCC(CN2C(=O)c3cccc4cccc(c34)C2=O)CC1 | -7% | -8 |
| O=C(Nc1ccsc1C(=O)NC1CCCCC1)c1ccc(F)cc1 | 17% | -1 |
| NC(=S)NNC(=O)Nc1cccc(Cl)c1 | ? | nt |

Exported field by field: entries from further up.
SMILES: O=C1COC(c2ccccc2)C2CCCCN12 (centres undefined)
  Lipid storage S3: 5%	Lipid storage S3 cell count max: 7

SMILES: CCN(C(=O)CSc1nnc(-c2ccccc2)o1)c1c(N)n(Cc2ccccc2)c(=O)[nH]c1=O
  Lipid storage S3: ?	Lipid storage S3 cell count max: nt

SMILES: C=CCN(C(=O)CSC1=NC(=O)CN1C(C)=O)c1nc(C)c(-c2ccccc2)s1
  Lipid storage S3: ?	Lipid storage S3 cell count max: nt

SMILES: COc1ccc(Br)cc1CNC(=O)c1ccc2c(c1)N(C)CCS2
  Lipid storage S3: ?	Lipid storage S3 cell count max: nt

Arranged by molecular weight (highest first): part of the list above.
| SMILES | Lipid storage S3 | Lipid storage S3 cell count max |
| --- | --- | --- |
| O=C(c1ccc(S(=O)(=O)N2CCCC2)cc1)N1CCC(CN2C(=O)c3cccc4cccc(c34)C2=O)CC1 | -7% | -8 |
| Cc1c(/N=C(\[O-])Nc2ccc(Br)cc2)sn[n+]1C | 2% | 11 |
| Cc1ccc(C(=O)NCCn2ccc3ccccc32)cc1[N+](=O)[O-] | ? | nt |

New compounds follow.
| SMILES | Lipid storage S3 | Lipid storage S3 cell count max |
| --- | --- | --- |
| CCOc1ccc(/C=N/n2c(-c3ccccc3)n[nH]c2=S)cc1 | ? | nt |
| CC1CN=C(N(C(=O)Nc2ccccc2)C(C)C)S1 (centres undefined) | 9% | 8 |
| Cc1ccc(C(=O)CSc2nnc(COc3cccc4cccnc34)o2)cc1 | 7% | -17 |
| Cc1cc(-c2c(C)[nH]n(-c3ccccc3)c2=O)n(-c2ccccc2)n1 | i | -18 |
| O=C1CC(N2CCN(c3ccccc3Cl)CC2)C(=O)N1c1ccc(F)cc1 (centres undefined) | ? | nt |
| Cc1c(C)c2c(OCC(=O)NCC(O)c3ccccc3)cc3c(c2oc1=O)CCC(C)(C)O3 (centres undefined) | ? | nt |
| CCn1c(SCC(=O)Nc2cccc(S(=O)(=O)N(C)c3ccccc3)c2)nnc1C1CC1 | -2% | 1 |
| O=C(CNC(=O)c1ccc(F)cc1)N/N=C/c1cc(Br)ccc1OC(=O)/C=C/c1ccco1 | 0% | 0 |
| CCn1nnnc1SCC(=O)N1c2ccccc2CCc2ccccc21 | ? | nt |
| CCOC(=O)C1=C(C)N=C2SC(C)C(=O)N2C1c1ccccc1 (centres undefined) | 1% | -12 |
| CS(=O)(=O)N1CCN(c2ccccc2NC(=O)CSc2nnc(-c3ccco3)o2)CC1 | ? | nt |
| CCOc1ccc(C(=O)Nc2c3c(nn2-c2ccc(C)cc2)CS(=O)C3)cc1OCC (centres undefined) | i | nt |
| CCOC(=O)c1nn(-c2ccc(C)cc2)c(=O)cc1OCC(=O)Nc1cccc(C)c1 | -22%[0.0737 µM] | nt |
| O=C(Cc1ccc2c(c1)OCCO2)Nc1cccc(S(=O)(=O)N2CCOCC2)c1 | ? | nt |
| O=C(COC(=O)c1ccc2c(c1Cl)C(=O)c1ccccc1C2=O)NC1CCCCC1 | ? | nt |
| CCn1c(=O)c2c(nc(SCC(=O)NCC3CCCO3)n2C)n(C)c1=O (centres undefined) | 13% | 10 |
| O=C(OCC(=O)N1CCOCC1)c1ccccc1O | ? | nt |
| CCCCCCCn1c(=N)n(CC(=O)c2ccco2)c2ccccc21 | i | -23 |
| O=C(C1CCCCC1)N1CCc2ccccc21 | -1% | 4 |
| Cc1cc(Cl)c(OCCN2C(=O)NC(C)(C)C2=O)c(Br)c1 | ? | nt |
| CC(Sc1nnc(-c2ccncc2)n1-c1ccc(F)cc1)C(=O)NC1CC1 (centres undefined) | ? | nt |
| COc1cccc(C2C(C(=O)c3sc(C)nc3C)=C(O)C(=O)N2CCN(C)C)c1OC (centres undefined) | -2% | 0 |
| CCOC(=O)Cn1nc(-c2ccccc2)ccc1=O | -6% | 22 |
| COc1ccc(OCC(=O)N2CCN(S(=O)(=O)c3ccc(Cl)s3)CC2)cc1 | ? | nt |
| N#Cc1ccc(C(=O)Nc2ccc([N+](=O)[O-])cc2)c(F)c1 | ? | nt |
| COc1ccc(-c2ncc(CN3CCN(CCC(C)C)C(CCO)C3)cn2)cc1 (centres undefined) | 15% | 1 |
| Cn1c(NC(=O)c2ccc(F)c(F)c2)cc(=O)n(C)c1=O | ? | nt |
| O=C(CSc1nc2ccccc2[nH]1)N/N=C/C=C\c1ccccc1[N+](=O)[O-] | ? | nt |
| CCOC(=O)C1CCN(S(=O)(=O)c2c(C)[nH]c(=O)[nH]c2=O)CC1 | ? | nt |
| COC(=O)c1c(NC(=O)c2cccc(N3C(=O)CCC3=O)c2)sc2c1CCN(C(C)=O)C2 | ? | nt |

Going on with the list:
| SMILES | Lipid storage S3 | Lipid storage S3 cell count max |
| --- | --- | --- |
| CC(=O)c1cc(CN2CCN(Cc3ccccc3)C(CCO)C2)cs1 (centres undefined) | ? | nt |
| COc1cc(/C=N/NC(=O)c2ccccn2)cc2c1OCO2 | ? | nt |
| Cc1ccc(CNC(=O)Cn2cnc3c(NC(=O)OCc4ccccc4)ncnc32)o1 | ? | nt |
| COc1ccc(C(=O)Nc2ccccc2Cc2ccccc2)c(OC)c1 | 20% | 6 |
| Cc1ccc(C(=O)NCCNC(=O)c2ccccn2)cc1 | ? | nt |
| COc1ccc(S(=O)(=O)N2CCCCCC2)cc1C(=O)N(C)Cc1ccc(Cl)cc1Cl | ? | nt |
| Cc1cnc(NC(=O)CCc2ccccc2)s1 | ? | nt |
| CC(C)CC(=O)Nc1ccc2c(c1)OCO2 | -7% | 7 |
| CCCCC(=O)Nc1ccc(C(=O)Nc2ccc(OC)cc2[N+](=O)[O-])cc1 | ? | nt |
| Cc1ccc(CN2C(=O)CCC2C(=O)NCCCN2CCOCC2)cc1 (centres undefined) | 5% | -4 |
| CC(C)(C)[C@H]1C=C(C(=O)NC2CC2)O[C@@H](OCc2ccc(CO)cc2)C1 | -5% | 3 |
| Cc1ccc2[nH]c(C(=O)N3CCOCC3)cc2c1 | ? | nt |
| c1ccc(N/N=C(\Cc2nc3ccccc3[nH]2)c2ccccc2)cc1 | ? | nt |
| CCCSc1nc2c(cnn2-c2ccc(F)cc2)c(=O)[nH]1 | ? | nt |
| COc1ccc(-n2ncc3c(NCC4CCCO4)ncnc32)cc1 (centres undefined) | 2% | -23 |
| Cc1cccc(-n2c(CNC(=O)c3ccc(S(=O)(=O)N4CCCC4)cc3)n[nH]c2=S)c1 | ? | nt |
| Cc1cc(C)nc(SCC(=O)N2CCC(C(N)=O)CC2)n1 | 16% | nt |
| COc1c2c(cc3ccc(=O)oc13)CCO2 | 14% | -1 |
| Cn1c(Cc2ccccc2)nnc1SCC(=O)NC1CC1 | ? | nt |
| CCOc1ccccc1N1CC(C(=O)Nc2ccccc2N2CCOCC2)CC1=O (centres undefined) | ? | nt |
| NC(=O)N/N=C/c1cc(Br)ccc1OCC(=O)NCc1ccccc1 | ? | nt |
| Cc1cc(Br)cn2ccnc12 | ? | nt |
| O=C(Nc1cccc2ncccc12)c1ccc(F)cc1 | ? | nt |
| Cc1cccc(/C=N/n2c(C)nc3ccccc3c2=O)c1 | ? | nt |
| CCN(c1ccc(OC)cc1)S(=O)(=O)c1ccc2c(c1)CC(C)N2C(=O)C1CC1 (centres undefined) | ? | nt |
| O=C(CSc1n[nH]c(-c2ccco2)n1)Nc1sc2c(c1C(=O)Nc1ccccc1)CCCC2 | i | -13 |
| CN1CCc2c(OCC(=O)NC3CCCCC3)cccc2C1=O | ? | nt |
| CCCCCN(C(=O)NC(=O)Nc1cccc(C)c1C)S(C)(=O)=O | ? | nt |
| CC(=O)Nc1ccc(C(=O)OCC(=O)Nc2ccc([N+](=O)[O-])cc2C(F)(F)F)cc1 | ? | nt |
| Cc1cc(OCc2cc(C(=O)N3CCN(CC4CC4)CC3)no2)cc(C)c1Cl | ? | nt |

(next part)
| SMILES | Lipid storage S3 | Lipid storage S3 cell count max |
| --- | --- | --- |
| O=c1cc(Nc2ccc3c(c2)OCCO3)[nH]c(=O)n1-c1ccc(Cl)cc1 | ? | nt |
| CC(=O)c1ccc(N(CC(=O)NC2CCCC2)C(=O)c2csnn2)cc1 | ? | nt |
| CCCC(CCC)n1[nH]c(=O)c2c(C)cc(C)nc21 | ? | nt |
| CCCN(CCC)C(=O)c1cc([N+](=O)[O-])cc2c1-c1ccc([N+](=O)[O-])cc1C2=C(C#N)C#N | ? | nt |
| COc1ccc(C)cc1N(C(=O)c1ccccc1F)c1nc2ccccc2s1 | ? | nt |
| Cc1ccc(SCc2noc(C(=O)NCC3CCCO3)c2C(=O)O)cc1C (centres undefined) | -6% | -5 |
| COc1cc(C(=O)Nc2cc(-c3cn4cccnc4n3)ccc2C)cc(OC)c1OC | 10% | -4 |
| Nc1[nH]n(-c2ccccc2)c(=O)c1N=Nc1ccc2c(c1)OCO2 | ? | nt |
| CCC(=O)NC(c1cc(Cl)c2ccccc2c1O)C1CC1 (centres undefined) | ? | nt |
| O=[N+]([O-])c1cccc(N=Cc2sc3ccccc3c2O)c1 | ? | nt |
| COc1cc(CNc2ccc(N3CCOCC3)cc2)ccc1OCC(=O)NC(C)(C)C | -5% | 10 |
| S=c1[nH]nc(COc2ccccc2)n1/N=C/c1ccc(Cl)cc1 | -5% | -13 |
| CCOC(=O)c1cc(C(=O)OCC)c(=O)[nH]c1SCc1ccccc1 | i | 22 |
| O=C1N[C@@H](Cc2ccccc2)C(=O)N2[C@H]1C[C@]1([C@]34C[C@H]5C(=O)N[C@@H](Cc6ccccc6)C(=O)N5[C@H]3N(S(=O)(=O)c3ccccc3)c3ccccc34)c3ccccc3N(S(=O)(=O)c3ccccc3)[C@H]21 | -24% | -29 |
| CC(C)Cc1nnc(NC(=O)CN2C(=O)NC3(CCCCC3)C2=O)s1 | -13% | -13 |
| CCS(=O)(=O)N1CCC(C(=O)NCCCN2CCN(c3ccccc3F)CC2)CC1 | 0% | 2 |
| Cc1ccc2nc(-c3ccccc3)cc(C(=O)O)c2c1 | -1% | 3 |
| O=C(Nc1nccs1)c1ccc(-c2ccc(F)c(Cl)c2)o1 | 10µM* | -12* |
| C/C=C/C(=O)OCC(=O)Nc1cccc(S(=O)(=O)NC2=NCCCCC2)c1 | ? | nt |
| Cc1ccc(-n2c(Cc3cccn3C)nnc2SCC(=O)Nc2nnc(C)s2)cc1 | ? | nt |
| COC(=O)CNC(=O)CCc1nnc(C2(c3ccc(Cl)cc3)CCC2)o1 | ? | nt |

This is a subset. The share of hits here may be higher or lower than overall.
